# Source: PubChem BioAssay
# MITF TRPM1 inh: inhibitors of MITF-dependent TRPM1 promoter reporter, primary screen, cell-based, SK-MEL-5, single point, luciferase | 330,000 compounds, 0.83% hits | AID 488899, 2010 | SK-MEL-5 TRPM1 promoter luciferase, 24 h | inhibition, % at 12.5 µM;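 active = mean inhibition across replicates of 60% or more, whatever share of single replicates reaches that level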; also: values of inactives mirror those of a sister screen read the other way
# Shn3 3UTR inh: reduction of Shn3 3'UTR firefly luciferase signal, primary screen, Schnurri-3 inhibitor project, cell-based, Clone20 osteoblasts, set 2. AID 588674, 2011. 360,000 compounds, 0.52% hits. Clone20 osteoblast Shn3 3'UTR firefly luciferase, 24 h. inhibition, % at 12.5 µM;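 active = mean inhibition of at least 75% with every replicate also reaching 75%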;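 also: 0% = median of neutral control wells and 100% = pilot-screen positive control compound; some compounds past the cut are filed as inactive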
# m5-HT2A agonist: mouse Htr2a agonists via beta-arrestin recruitment, primary screen, cell-based, luminescence. CHO-K1 mHTR2A beta-arrestin complementation; percent of 30 µM serotonin response. activation, % at 7.6 µM. 360,000 compounds, 0.66% hits. AID 624169, 2012;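 active = activation above a run cutoff, the mean activation of all tested compounds plus 3 SD, cut at about 14% in these data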;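 also: 0% = plate median of compound wells and 100% = 30 µM serotonin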
# Target sequence (P35363 whole entry, looked up): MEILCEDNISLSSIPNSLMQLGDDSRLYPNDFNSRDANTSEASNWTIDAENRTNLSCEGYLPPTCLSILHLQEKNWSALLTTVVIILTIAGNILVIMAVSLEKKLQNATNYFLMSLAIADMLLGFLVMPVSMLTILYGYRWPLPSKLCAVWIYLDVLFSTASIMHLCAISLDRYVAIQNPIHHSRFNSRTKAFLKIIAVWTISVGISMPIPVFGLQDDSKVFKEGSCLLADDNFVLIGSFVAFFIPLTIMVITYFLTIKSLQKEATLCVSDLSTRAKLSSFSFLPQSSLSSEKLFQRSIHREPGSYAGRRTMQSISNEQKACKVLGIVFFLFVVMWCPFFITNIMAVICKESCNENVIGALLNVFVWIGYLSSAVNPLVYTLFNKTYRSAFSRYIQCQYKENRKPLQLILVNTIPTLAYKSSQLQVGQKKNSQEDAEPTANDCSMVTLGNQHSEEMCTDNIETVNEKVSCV
# Peg3 promoter: Peg3 promoter-driven luciferase inhibitors, primary screen, cell-based, HeLa, luciferase luminescence; HeLa PEG-Prom luciferase reporter, overnight; inhibition, % at 20 µM; 360,000 compounds, 1.7% hits;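 active = inhibition of at least 50% at 20 µM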
# iPSC survival up: enhancers of single-cell hiPSC survival, primary screen, ATPlite luminescence. 100% = ROCK inhibitor wells, 0% = DMSO. survival enhancement, % at 20 µM. 360,000 compounds, 0.044% hits; in the data active = survival enhancement above about 18%;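 also: cells exposed to compounds for 16 hours before the ATP read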
# NR2E3 ag-1: inhibitors of NR2E3-RetCOR corepressor binding, primary screen, NR2E3 agonist project, biochemical, TR-FRET, GST-NR2E3, biotin-RetCOR | 320,000 compounds, 0.12% hits | AID 2300, 2010 | 1536-well | Photoreceptor-specific nuclear receptor (Homo sapiens), Q9Y5X4 | inhibition of corepressor binding, % at 4.78 µM;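 active = percent inhibition above the cutoff of mean plus 3 SD of all tested compounds, set per screening campaign, cut at about 20% in these data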;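 also: 0% = DMSO wells and 100% = biotin wells as full block of FRET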
# Target sequence (Q9Y5X4 whole entry, looked up): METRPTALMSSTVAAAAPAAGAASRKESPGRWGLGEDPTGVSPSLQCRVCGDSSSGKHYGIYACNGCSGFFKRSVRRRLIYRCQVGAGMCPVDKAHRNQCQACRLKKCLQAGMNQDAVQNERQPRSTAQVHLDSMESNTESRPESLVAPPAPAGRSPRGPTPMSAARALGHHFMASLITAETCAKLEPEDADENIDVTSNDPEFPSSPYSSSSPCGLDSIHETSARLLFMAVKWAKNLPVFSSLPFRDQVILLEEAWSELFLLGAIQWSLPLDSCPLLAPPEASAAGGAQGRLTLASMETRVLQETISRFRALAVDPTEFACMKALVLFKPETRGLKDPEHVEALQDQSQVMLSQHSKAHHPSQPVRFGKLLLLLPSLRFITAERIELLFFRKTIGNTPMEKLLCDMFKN
#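 System: GST-tagged NR2E3 plus biotinylated RetCOR corepressor; Buffer or medium: pH 7.5 Tris-based buffer; Probe or stimulus: RetCOR corepressor, biotinylated, 7 nM; Doses: compound at 4.8 µM, single dose; Schedule: 5 h incubation at 4 °C; Technique: time-resolved FRET; Evaluation: percent inhibition of TR-FRET ratio; Replication: one well per compound, singlicate testing.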
# NR2E3 ag-2: NR2E3 agonists in two-hybrid cells, primary screen, cell-based, luminescence, CHO-S, Gal4-NCOR/VP16-NR2E3; luciferase; Photoreceptor-specific nuclear receptor (Homo sapiens), Q9Y5X4; inhibition of corepressor binding, % at 3.98 µM; 360,000 compounds, 0.35% hits; AID 602229, 2012;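 active = inhibition above the mean of all tested compounds plus 3 SD, cut at about 70% in these data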;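 also: 0% = DMSO with NR2E3 transfected cells and 100% = cells lacking NR2E3 construct; higher means lower luciferase signal from less NR2E3 corepressor binding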
# H9c2 protect: cardioprotection against H2O2-induced cell death, primary screen, uHTS, H9c2 cells, ATPLite luminescence. H9c2 cardiomyocytes, H2O2 injury protection, 2 h. protection from H2O2 cell death, % at 20 µM. 360,000 compounds, 0.63% hits;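 active = compounds giving at least 50% protection of heart cells from peroxide-induced death in the single-dose screen, raw or plate-pattern-corrected value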;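 also: 0% = DMSO wells with peroxide and 100% = DMSO wells without peroxide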
# HIF-2a inh: HIF-2a reporter inhibitors, primary screen, luminescence, 786-0 RCC cells | inhibition, % at 18.8 µM | 360,000 compounds, 0.72% hits | 786-0 RCC cells HIF-2a reporter, luciferase luminescence, overnight;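 active = inhibition of the luminescence signal of 40% or more relative to plate controls, in a single-dose primary screen at 18.75 µM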
# PDI inh: inhibitors of human PDI, primary screen, biochemical, turbidity, single point, plate reader | Protein disulfide-isomerase (Homo sapiens), P07237 | PDI insulin aggregation turbidity, A650, 90 min | inhibition, % at 10 µM | 350,000 compounds, 0.052% hits | AID 588391, 2011;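 active = mean inhibition across replicates of 30% or more, whatever share of single replicates reach that level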;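 also: absorbance from insulin aggregation driven by PDI reduction with DTT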
# CaV13 ICDI inh: Primary screen for inhibitors of IQ motif and Ca2+-dependent inactivation inhibitor domain binding in CACNA1D, Förster resonance energy transfer in living cells, … | 340,000 compounds, 0.098% hits | inhibition, % at 12.3 µM | HEK cells, CFP/YFP FRET ICDI-IQ, plate reader, 10 min; percent FRET-ratio fall versus neutral wells;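 active = mean replicate inhibition of at least 30% and at least 1% of replicates passing that level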;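 also: 0% = median of the neutral control wells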
# An asterisk follows results filed as active; / = no result given; & = joins results of further samples.
SMILES,MITF TRPM1 inh,Shn3 3UTR inh,m5-HT2A agonist,Peg3 promoter,iPSC survival up,NR2E3 ag-1,NR2E3 ag-2,H9c2 protect,HIF-2a inh,PDI inh,CaV13 ICDI inh
CCOC(=O)CSC1=N/C(=C\c2cc(OC)c(OC)c(OC)c2)C(=O)N1C,-6,-6,6,-5,-0.2,-3,-16,2,10,-2,-3
C[C@@H]1CN([C@H](C)CO)C(=O)CCCn2nncc2CO[C@H]1CN(C)S(=O)(=O)c1cccs1,/,-9,-4,0,-2.0,/,-22,5,7,-5,/
CC(C)(C)CNc1cc(N2CCOCC2)ccc1[N+](=O)[O-],-2,10,11,-2,4.0,-2,-9,-2,25,-1,-4
Nn1cnc2cc3ccccc3cc2c1=O,10,5,-3,0,-0.4,-1,-13,6,-31,-6,-8
O=C(Nc1ccccc1-c1nnc(SCc2ccc(Cl)cc2Cl)o1)c1ccccc1,-11,-5,0,27,-2.2,2,-7,-5,18,-7,-5
CCc1nn(C)c2c(=O)c(=O)c2n(C)[nH]1,-6,2,-2,0,-0.2,-2,-7,14,20,-4,-5
CC(NC(=O)c1cccs1)C(c1cccs1)N1CCOCC1 (configuration not stated),0,12,0,14,0.4,-2,-9,10,2,0,-15
CCn1c(C)c(C(C)=O)c(N2CCN(c3ccccc3)CC2)nc1=S,7,-7,-2,-10,-2.3,2,-3,2,5,-3,/
O=C(O)CCCCCN1C(=O)CSC1=S,12,-22,1,0,0.6,2,26,-2,4,-3,0
Cc1ccccc1Nc1nc(N)nc(CCl)n1,-6,-15,3,10,-0.9,6,-17,4,-20,-5,-32
CCCN(CCC)CCNC(=O)c1cc2c(-c3ccccc3F)nn(C)c2s1,10,18,8,14,-0.5,-1,4,-2,11,7,-18
Cc1c(Cl)ccc2c(C(=O)NCCCn3nccc3C)cc(-c3ccccn3)nc12,7,3,-3,13,3.8,1,-45,31,-3,0,-1
Cc1ccc(CNC(=O)C2CCC(=O)N(C3CC3)C2)cc1 (configuration not stated),6,8,1,-15,1.3,3,5,3,-15,-11,-4
COc1ccccc1-c1noc(COC(=O)c2ccc(Br)o2)n1,6,-9,2,12,-0.4,1,-7,-4,-3,-6,-5
Cc1cc(C(=O)N/N=C/c2sccc2C)no1,-11,-7,1,-55,1.4,0,-25,-9,-69,-7,-4
Cc1ccc(NC(=S)N=Nc2c(O)[nH]c3ccccc23)cc1,6,42,3,-16,-1.5,3,62,10,-50,-2,-7
COc1ccc(S(=O)(=O)Nc2ccccc2)cc1,5,-4,-2,27,-0.4,1,-24,8,10,0,-8
CCOc1cc(N2CCOCC2)c(OCC)cc1NC(=O)CN1C(=O)N(C)C2(CCCCC2)C1=O,10,4,5,2,-0.6,2,-10,4,6,-22,-5
O=C(CCN1CCOCC1)NNC(=O)c1ccc(Cl)c([N+](=O)[O-])c1,13,-3,-1,-47,1.0,/,-9,3,-11,13,-6
CCCNS(=O)(=O)c1ccc(CCC(=O)N2CCOCC2)cc1,2,12,10,9,-2.2,4,-11,1,0,8,-5
COc1ccc(CCNC(=O)C(C)n2nc(C)n3c(cc4occc43)c2=O)cc1OC (configuration not stated),-1,0,-1,11,-0.2,1,-28,-5,-1,-12,-2
Cc1ccccc1-c1csc(C(C)(O)c2ccc(F)c(F)c2)n1 (configuration not stated),/,9,8,-4,1.3,/,-31,-12,-29,1,-10
Cc1cccc(NC(=S)N/C(=N/S(=O)(=O)c2ccccc2)c2ccccc2)c1,12&-14,-34&-39,0&0,-96&-54,-2.7&-4.9,0,-79&-110,-4&7,-201&-188,-6&11,-10&2
CC1/C(=N/O)CC(c2ccccc2)N(C)C1c1ccccc1 (configuration not stated),8,-22,-2,17,-0.9,3,-16,-4,0,-6,/
CN1C(=O)/C(=C/c2ccccc2OCc2ccc(F)cc2)N(C)C1=S,15,10,3,21,11,2,-9,1,14,-29,-6
O=C(/C=C/c1cccnc1)c1ccc(F)c(F)c1,-7,9,8,45,-0.3,-2,4,-11,-10,-9,-7
CCCCCc1c(-c2ccc(OC)cc2)ncn1CCc1ccccc1OC,/,/,-9,/,-1.2,/,26,/,-14,/,-10
CCOC(=O)N1CCC(N(CCCOC)C(=O)Nc2ccc(CC)cc2)CC1,0,-1,6,12,2.7,-3,-21,2,-25,-2,-10
N#C/C(=C(/O)COc1ccc(Cl)cc1)c1nc2ccccc2s1,6,6,2,-8,0.7,-2,-44,-25,-64,-4,4
Cc1ccc(CNC(=O)c2oc3ccc(S(=O)(=O)N4CCC5(CC4)OCCO5)cc3c2C)cc1,19,51,2,51*,-1.0,4,10,17,23,-6,-4
CCn1c(SCC(=O)N(C)CC(=O)Nc2ccc(OC)cc2)nnc1-c1ccco1,-2,-4,2,5,-0.4,-1,3,-4,11,-6,-6
Cc1c(CN2CCCCC2C)c(=O)n(-c2ccccc2)n1C (configuration not stated),6,9,2,12,0.2,-3,4,-2,15,9,-9
COC(=O)c1ccc(CN2CCN(C3CCCCC3)C(CCO)C2)cc1 (configuration not stated),-5,-18,-1,-42,-0.6,-1,0,-3,-12,0,-3
Cc1ccc(NC(=S)N2CCSC2c2cccs2)cc1 (configuration not stated),-7,-2,7,-84,-0.6,-1,-28,-5,-74,-4,-2
Cc1ccc(C(=O)Nc2nccs2)cc1S(=O)(=O)N1CCCCC1,-7,-23,6,-20,0.1,1,4,3,-75,0,/
Cc1ccc(/C=N/NC(=O)c2cc(C3CC3)nc3ccccc23)o1,18,13,-4,11,0.1,4,-52,11,3,18,-5
COc1ccc(Oc2cc(NN3CCCCC3)c([N+](=O)[O-])cc2[N+](=O)[O-])cc1OC,-3,18,2,5,-1.7,1,-16,-8,17,1,-9
O=C(Cn1cnc2ccccc2c1=O)N/N=C/c1ccc(Br)cc1,-4,1,-6,3,-0.4,1,-3,-4,-1,-3,-18
CC(C)(C)c1ccc(/C=C/C(=O)Nc2nncs2)cc1,-84,6,3,-266,-2.7,-2,11,-8,-182,5,-13
CCNc1nc2c(c(=O)n(C)c(=O)n2C)n1Cc1ccc(Cl)cc1,/,79,11,13,1.4,0,57,-39,6,1,-6
O=C(NCCCCc1ccccc1)C1CC(c2cccc([N+](=O)[O-])c2)=NO1 (configuration not stated),2,-1,1,-5,2.6,-1,-5,-17,-3,10,-6
CNS(=O)(=O)c1cc(NC(=O)CCCNC(=O)c2ccc(Cl)cc2)ccc1C,0,1,-7,8,-0.1,1,0,-5,16,-2,-3
C=CCn1c(SCC(=O)NC2CCCC2)nc2ccccc21,/,13,0,4,-0.5,/,-14,-4,7,-1,-3
O=C(Nc1cccc(C(F)(F)F)c1)c1n[nH]c(Cn2cncn2)n1,0,-19,-1,10,5.5,4,8,1,10,-5,/
COc1ccc(S(=O)(=O)N2CCC(C(=O)NCc3ccco3)CC2)cc1C,1,-7,-4,0,0.8,5,-14,-2,11,0,-2
Cc1cc(C)nc(N(C#N)Cc2ccc(Br)cc2)n1,-11,0,-6,9,0.8,-1,-4,1,10,-7,/
Cc1cc(=O)[nH]c(SCC2COC3(CCCCC3)O2)n1 (configuration not stated),4,5,0,6,-1.0,4,-9,3,10,-7,-5
O=C(Nc1cc(C(F)(F)F)ccc1Cl)c1cc2nc3c(c(C(F)(F)F)n2n1)CCCC3,-13,-19,8,-215,9.4,0,2,-15,-69,-2,-1
CC(C)(C)c1ccc(NC(=S)NCCc2ccccn2)cc1,-5,-11,-2,-67,-0.9,2,-20,-4,-82,7,-13
Cc1ccc(OCC(=O)O/N=C(\N)Cc2cccs2)cc1C,6,-19,-7,-33,-1.7,-3,-13,-7,-84,-7,/
# Next section:
SMILES,MITF TRPM1 inh,Shn3 3UTR inh,m5-HT2A agonist,Peg3 promoter,iPSC survival up,NR2E3 ag-1,NR2E3 ag-2,H9c2 protect,HIF-2a inh,PDI inh,CaV13 ICDI inh
CN(C)/C=C(/C(=O)c1ccc(Cl)cc1Cl)S(=O)(=O)c1ccccc1,5,5,3,-11,-1.8,1,-14,2,-2,4,-4
O=C(Nc1ccccc1)OC(CN1CCCCC1)C(F)(F)F (configuration not stated),7,-10,2,-38,-0.2,0,-3,-6,-24,-6,0
Cc1cccc(NC(=O)CSc2nnc(-c3cc(C)[nH]n3)n2N)c1,4,-10,/,3,0.0,0,/,2,-1,2,-5
CC(C)OP(=O)(OC(C)C)C(O)c1ccc(N(C)C)cc1 (configuration not stated),-1,9,5,0,1.0,-7,-13,-1,20,-2,-2
CC(C)(O)/C=C/C[C@](C)(O)C1CC[C@]2(C)C1[C@H](O[C@H]1O[C@@H](CO)[C@H](O)[C@@H](O)[C@@H]1O)CC1[C@@]3(C)CC[C@H](O)C(C)(C)C3[C@@H](O)C[C@]12C (some centres not stated),-3,-132,-1,-20,8.8,/,-1,1,-13,4,-9
COc1ccc(N2CCN(C(=O)c3cccs3)CC2)cc1,-22,10,-1,-39,0.0,2,3,-1,-39,-12,-7
COc1ccc2c(C(=O)NCc3ccc4c(c3)OCO4)c(-c3ccc(S(C)(=O)=O)cc3)sc2c1,-6,-1,-5,32,-0.5,/,-4,22,11,-8,-8
O=C(NCc1ccccc1)C1Cc2c(-c3ccc4c(c3)OCO4)ccnc2O1 (configuration not stated),/,2,0,-32,-2.1,/,28,-4,22,10,-5
O=C(NCc1ccccc1)C1CC2CCCC(C1)C2=O (configuration not stated),15,5,-1,11,-2.8,-2,-2,3,-4,1,-3
Cn1c(CCc2ccccc2)nnc1SCC(N)=O,5,8,0,-7,-0.6,0,22,9,24,-6,-1
CC(C)S(=O)(=O)c1csc(NC(=O)Nc2cc(Cl)ccc2Cl)c1Cl,1,14,1,9,-0.6,-1,-13,-14,-38,-3,-3
CCCC(CCC(=O)NC1CCCCC1)C(=O)O (configuration not stated),1,-6,1,7,1.1,3,3,8,21,1,-6

# Random excerpt: two entries already listed
SMILES,MITF TRPM1 inh,Shn3 3UTR inh,m5-HT2A agonist,Peg3 promoter,iPSC survival up,NR2E3 ag-1,NR2E3 ag-2,H9c2 protect,HIF-2a inh,PDI inh,CaV13 ICDI inh
Cn1c(CCc2ccccc2)nnc1SCC(N)=O,5,8,0,-7,-0.6,0,22,9,24,-6,-1
CN(C)/C=C(/C(=O)c1ccc(Cl)cc1Cl)S(=O)(=O)c1ccccc1,5,5,3,-11,-1.8,1,-14,2,-2,4,-4
